OX1R FRET antag: antagonists of human orexin 1 receptor (OX1R); Orexin/Hypocretin receptor type 1 (Homo sapiens), O43613; OX1R-expressing cells, FRET antagonist read-out; inhibition, % at 6.6 µM; 1.8% of 330,000 active; AID 485270, 2010; in the data active means inhibition mostly above about 38%, no sharp cut-off; inactive means mostly below about 40%;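 further: 0% = agonist challenge alone and 100% = reference antagonist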
Target sequence (O43613 whole entry, looked up): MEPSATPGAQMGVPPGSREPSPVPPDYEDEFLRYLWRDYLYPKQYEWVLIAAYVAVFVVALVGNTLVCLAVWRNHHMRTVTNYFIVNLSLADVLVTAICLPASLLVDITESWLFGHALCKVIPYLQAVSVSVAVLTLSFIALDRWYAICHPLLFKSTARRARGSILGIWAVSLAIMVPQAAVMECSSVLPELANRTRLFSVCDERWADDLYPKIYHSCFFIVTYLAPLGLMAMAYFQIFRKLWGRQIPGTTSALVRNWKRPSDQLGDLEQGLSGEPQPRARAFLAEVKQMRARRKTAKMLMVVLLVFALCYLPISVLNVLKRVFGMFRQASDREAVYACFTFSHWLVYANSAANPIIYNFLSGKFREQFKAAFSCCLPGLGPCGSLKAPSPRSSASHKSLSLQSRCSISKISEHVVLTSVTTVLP
STK33 kinase inh: inhibitors of purified STK33 kinase, primary screen, biochemical, ADP-Glo luminescence, homogeneous, cell-free; inhibition, % at 10 µM; 0.073% of 320,000 active; Serine/threonine-protein kinase 33 (Homo sapiens), Q9BYT3; MBP phosphorylation;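 active means inhibition at or above 25%, using the most active replicate where run in duplicate; inactive means inhibition below 25%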
Target sequence (Q9BYT3 whole entry, looked up): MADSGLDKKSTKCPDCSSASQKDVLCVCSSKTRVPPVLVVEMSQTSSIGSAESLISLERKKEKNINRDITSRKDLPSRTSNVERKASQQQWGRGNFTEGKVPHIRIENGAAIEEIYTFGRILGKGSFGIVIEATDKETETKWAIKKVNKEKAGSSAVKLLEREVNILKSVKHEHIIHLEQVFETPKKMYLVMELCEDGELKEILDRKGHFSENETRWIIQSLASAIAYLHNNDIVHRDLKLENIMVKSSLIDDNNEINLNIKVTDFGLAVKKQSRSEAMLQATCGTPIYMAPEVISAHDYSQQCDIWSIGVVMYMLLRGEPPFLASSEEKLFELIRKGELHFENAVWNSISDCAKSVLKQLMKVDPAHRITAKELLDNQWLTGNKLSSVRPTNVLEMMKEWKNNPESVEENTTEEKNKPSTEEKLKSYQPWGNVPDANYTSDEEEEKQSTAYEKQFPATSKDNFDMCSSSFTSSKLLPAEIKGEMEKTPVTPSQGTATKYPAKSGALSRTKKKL
Active calls of the source: *; · = no result given.

The first 4 records as a preview:
SMILES	OX1R FRET antag	STK33 kinase inh
O=C(COC(=O)COc1ccccc1Cl)Nc1ccccc1OC(F)F	9	0.0
CNc1nnc(CSc2nc3ccccc3s2)s1	20	-0.5
Cc1cccc(NC(=O)C2CCCN(S(=O)(=O)c3cccc4nsnc34)C2)c1 (configuration not stated)	91*	-0.5
CCCCOc1ccc(C(O)(CCC)CCN2CCOCC2)cc1 (configuration not stated)	12	-1.4

Results, repeating the preview:
SMILES	OX1R FRET antag	STK33 kinase inh
O=C(COC(=O)COc1ccccc1Cl)Nc1ccccc1OC(F)F	9	0.0
CNc1nnc(CSc2nc3ccccc3s2)s1	20	-0.5
Cc1cccc(NC(=O)C2CCCN(S(=O)(=O)c3cccc4nsnc34)C2)c1 (configuration not stated)	91*	-0.5
CCCCOc1ccc(C(O)(CCC)CCN2CCOCC2)cc1 (configuration not stated)	12	-1.4
COc1ccc(C(=O)c2sc(Nc3cccc(OC)c3)c(C(=O)Nc3cccc(C)c3C)c2N)cc1	1	-2.1
Cc1ccccc1C(=O)NNC(=O)CSc1nc2ccccc2c(=O)[nH]1	13	-0.7
COC(=O)Cn1c(=NC(=O)c2cccc(OC)c2)sc2cc(OC)ccc21	7	-0.6
Cc1ccc(C)c(S(=O)(=O)N2CCN(C(=O)CCNS(=O)(=O)c3ccc(C)c(C)c3)CC2)c1	12	-0.2
CCOc1ccc(N2C(=O)CC(N3CCN(c4ccc(F)cc4)CC3)C2=O)cc1 (configuration not stated)	10	-0.8
O=[N+]([O-])c1cc(/C=N/O)ccc1SCc1ccccc1Cl	18	0.8
C/C(=C\c1ccccc1)C(=O)n1nnc2ccccc21	16	-1.3
C[C@H](NC(=O)c1nc[nH]c1C(=O)N1CCc2ccccc2C1)C(=O)OCc1ccccc1	41	1.3
Clc1cc2nc3ccccn3c2cc1Cl	60	2.9
CN(C)/C=C1\SC(=S)N(c2ccc(Br)cc2)C1=O	8	0.4
COC(=O)C1=C(C)NC(C)=C(C(=O)OC)C1C(=O)OCCN1C(=O)c2ccccc2C1=O	31	-0.4
CC1CCN(S(=O)(=O)c2ccc3c(c2)c(=O)c(C(=O)NC2CCCC2)cn3C)CC1	9	-0.5
Cn1ncc(Cl)c1C(=O)Nc1ccncc1	14	-0.4
CC1CCN(c2nc(/C=C/c3ccccc3)nc3ccccc23)CC1	21	·
CC(=O)Nc1ccc(S(=O)(=O)Nc2cc(-c3ccccc3)nn2C)cc1	-4	-0.4
c1ccc(Cc2cc(-c3ccccc3)on2)cc1	9	-1.7
CC1=C(C(=O)OC(C)C)C(c2cncc(-c3ccc(F)cc3)c2)C(C#N)=C(N)O1 (configuration not stated)	12	0.6
N=c1c2c(-c3ccccc3)c(-c3ccccc3)n(Cc3ccco3)c2ncn1Cc1ccco1	20	1.3
CCc1nnc(NC(=O)C(NC(=O)c2ccccc2Cl)C(C)C)s1 (configuration not stated)	8	-0.3
N=C1/C(=C/c2coc3ccccc3c2=O)C(=O)N=C2SC(c3ccco3)=NN12	3	-0.5
CCCCN(CC)CCCNC(=O)c1cc2cc3ccc(OC)cc3nc2o1	104*	2.0
CCc1ccc(N2CC(C(=O)OCC(=O)Nc3ccc(C(C)=O)cc3)CC2=O)cc1 (configuration not stated)	-1	0.5
O=C(NCCCn1ccnc1)c1noc2c1CCc1ccccc1-2	10	0.3
Cc1cccc(C)c1NC(=O)CNC(=O)c1ccc(S(=O)(=O)NCc2ccco2)cc1	6	-0.7
CC(C)CN(C(=O)CN1CCN(c2ccc(F)cc2)CC1)c1c(N)n(CC(C)C)c(=O)[nH]c1=O	7	-1.3
O=Cc1c(-c2ccc(Cl)cc2)oc2ccc(O)cc12	4	3.1
CCN(c1ccc(OC)cc1)S(=O)(=O)c1nnc(NC(=O)c2ccc(C)cc2)s1	22	-0.9
COc1cccc(C(=O)NCCS(=O)(=O)NCC2CCCO2)c1 (configuration not stated)	20	0.0
O=C(O)c1cc(N2C(=O)C3C4C=CC(C4)C3C2=O)ccc1NCc1cccnc1 (configuration not stated)	2	0.4
Cc1cc(C)c2c(N)c(C(=O)Nc3c(C)n(C)n(-c4ccccc4)c3=O)sc2n1	22	-1.3
COc1cccc(/C=N/NC(=O)CCC(=O)Nc2ccc(Br)cc2)c1	8	-0.1
COc1ccc(Cl)cc1NC(=O)CN(C)C(=O)c1cccc(-n2cnnn2)c1	5	1.6
COc1cccc(N2CCN(S(=O)(=O)c3cccc4nsnc34)CC2)c1	29	-2.4
CC(NC(=O)c1cc(S(=O)(=O)N2CCOCC2)ccc1N1CCCC1)c1ccc(Cl)c(Cl)c1 (configuration not stated)	22	-1.9
COc1ccc(OC)c(S(=O)(=O)NNC(=S)Nc2ccc3c(c2)OCO3)c1	9	-3.4
O=c1nc(N2CCOCC2)nc(N/N=C/c2ccc3c(c2)OCO3)[nH]1	14	-1.4
CC(C)Oc1ccc(CCc2nnc(SCC(=O)O)n2-c2ccccc2)cc1	9	-2.5
CCOC(=O)c1sc2nc(C)nc(N3CCN(S(=O)(=O)c4ccccc4)CC3)c2c1C	23	8.3
COc1ccccc1CN(C(=O)Cc1cccs1)C(C(=O)NC1CCCC1)c1ccncc1 (configuration not stated)	11	-2.1
O=C(COC(=O)CCCSc1nc2ccccc2[nH]1)Nc1cccc(F)c1	43	2.3
CN(C)CC1CCCCC1OC(=O)c1ccc(Cl)cc1 (configuration not stated)	22	-1.3
O=C(NCc1ccc(F)cc1)C1CCCN1C(=O)Nc1ccc(Cl)cc1 (configuration not stated)	8	0.2
COc1ccc(CCNC(=O)[C@@H](NC(=O)c2ccccc2F)C(C)C)cc1OC	19	-1.2
COc1ccc2ccccc2c1/C=N/NC(=O)c1cc(C)[nH]n1	39	0.3

Some of the entries above, set out differently:
| compound | OX1R FRET antag | STK33 kinase inh |
| --- | --- | --- |
| Cc1cccc(NC(=O)C2CCCN(S(=O)(=O)c3cccc4nsnc34)C2)c1 (configuration not stated) | 91* | -0.5 |
| O=C(NCCCn1ccnc1)c1noc2c1CCc1ccccc1-2 | 10 | 0.3 |
| C[C@H](NC(=O)c1nc[nH]c1C(=O)N1CCc2ccccc2C1)C(=O)OCc1ccccc1 | 41 | 1.3 |
| N=C1/C(=C/c2coc3ccccc3c2=O)C(=O)N=C2SC(c3ccco3)=NN12 | 3 | -0.5 |
| Cc1ccccc1C(=O)NNC(=O)CSc1nc2ccccc2c(=O)[nH]1 | 13 | -0.7 |
| COc1ccc(OC)c(S(=O)(=O)NNC(=S)Nc2ccc3c(c2)OCO3)c1 | 9 | -3.4 |
| Cc1cc(C)c2c(N)c(C(=O)Nc3c(C)n(C)n(-c4ccccc4)c3=O)sc2n1 | 22 | -1.3 |

(next part)
SMILES	OX1R FRET antag	STK33 kinase inh
CCOC(=O)c1c(CSc2ccccc2)n(C)c2cc(Br)c(O)c(CN(C)C)c12	19	0.5
CN1c2ccsc2C(O)=C(C(=S)Nc2ccc(F)c(Cl)c2)S1(=O)=O	50*	-1.9
COCCN(C(=O)CSc1nnc(-c2ccc(C)c(C)c2)o1)c1c(N)n(CC(C)C)c(=O)[nH]c1=O	34	-1.7
O=C(CCCn1nnnc1CN1CCOCC1)N1CCC(c2ccc(F)cc2)C1 (configuration not stated)	7	-0.2
Cc1ccc(OCC(O)Cn2c3ccccc3c3ccccc32)cc1 (configuration not stated)	3	-0.5
COc1ccc(CC2(CO)CCN(S(=O)(=O)c3c(C)nn(C)c3Cl)CC2)cc1	4	-0.6
Cc1nc(-c2nc(-c3c(C(=O)NN)noc3C)cs2)cs1	39	-0.5
COc1cc(C=C2C(=O)OC(C)(C)OC2=O)cc(Cl)c1OCC(=O)Nc1ccccc1	12	0.4
COc1ccc(OC)c(C(=O)NC(CC(N)=O)c2ccc(NCc3ccc(F)c(F)c3)c([N+](=O)[O-])c2)c1 (configuration not stated)	6	-0.3
O=C(COC(=O)CNC(=O)c1cccc([N+](=O)[O-])c1)Nc1cccc(S(=O)(=O)N2CCCCC2)c1	19	-0.1
CCOC(=O)c1c(NC(=O)C2COc3ccccc3O2)sc2c1CCN(Cc1ccccc1)C2 (configuration not stated)	4	-0.4
COc1ccc(CNS(=O)(=O)c2cc3c4c(c2)C(C)C(=O)N4CCC3)cc1 (configuration not stated)	10	0.1
CCOC(=O)N1CCN(S(=O)(=O)c2c(C)cc(C)cc2C)CC1	7	-2.9
Cc1nnc(NC(=O)c2ccc(Br)o2)s1	4	-1.0
COc1ccc(NC(=O)C2CCCN(S(=O)(=O)c3c(C)[nH]c(=O)[nH]c3=O)C2)cc1OC (configuration not stated)	12	0.6
Clc1ccc(C2=NCCN2)cc1	13	-1.5
O=C(Nc1ccc(F)cc1)c1ccccc1F	-1	-1.7
CCn1nc(NC(=O)c2ccncc2)c2cc3cccc(C)c3nc21	0	-0.1
CCC(C)C1C(C#N)=C(N)OC2=C1C(=O)CC(C)(C)C2 (configuration not stated)	12	-1.8
Cc1nc2ccccc2n1CCc1nc2c3ccccc3nc(=S)n2[nH]1	7	-1.2
Cc1nnsc1-c1c(C(=O)N2CCOCC2)c(C)nn1-c1ccccc1	1	-1.1
O=C(CSc1nnc(NC(=O)c2ccccc2[N+](=O)[O-])s1)NC1CCCC1	32	-1.9
CSc1ccccc1OCc1cc(C(=O)NC(C)Cn2cncn2)no1 (configuration not stated)	23	3.0
CSCCNC(C)=O	11	4.6
CCCCc1c(O)nc(SCC(=O)c2ccccc2)n(-c2ccccc2OC)c1=O	24	-1.8
CNCCCOc1ccc2c(c1)CCC2	17	-0.4
COc1cccc(C(=O)N2CCn3c2nc2ccccc23)c1	4	-2.1
CCn1c(-c2cc(-c3ccc(C)cc3)nc3ccccc23)n[nH]c1=S	33	0.1
CCN1/C(=N\N)c2cccc3cccc1c23	14	1.6
OCCC1CN(Cc2cccn2-c2cccnc2)CCN1Cc1ccc(F)cc1 (configuration not stated)	3	0.4
CCOC(=O)C1CCCN(C(=O)Cn2nc(Cc3cccnc3)c3ccccc3c2=O)C1 (configuration not stated)	-3	-1.5
CSCCC(NC(=O)c1ccc(Cl)cc1)C(=O)OCC(=O)Nc1cc(Cl)ccc1C (configuration not stated)	9	-1.0
COc1ccccc1C1CC(c2ccco2)=NN1S(C)(=O)=O (configuration not stated)	14	-0.1
Cn1cc(S(=O)(=O)NCc2ccc3c(c2)OCO3)c(C(F)(F)F)n1	35	-0.9
Cc1cc(C)c2c(n1)SCC(=O)N2CC(=O)Nc1ccc(Br)c(C)c1	8	-2.8
CCS(=O)(=O)Nc1ccc(C2=NN(S(=O)(=O)CC)C(c3cccs3)C2)cc1 (configuration not stated)	4	-0.8
O=C(CSc1nnc(-c2ccccc2)n1-c1ccccc1)NCc1ccco1	25	-2.8
CCC(Cc1ccccc1)NC(=O)C1=C(C)C(=O)OC12CCC(C)CC2 (configuration not stated)	1	-2.3
O=C(CN1C(=O)C2C3CCC(C3)C2C1=O)N1CCN(Cc2ccccc2)CC1 (configuration not stated)	8	-1.3
COc1cccc(CC(=O)Nc2ncc(C)s2)c1	8	-1.4
CC(C)CC(N=C1NC(C)(C)Cc2ccccc21)C(=O)O (configuration not stated)	14	-0.3
COc1ccc(C(=O)Nc2cccc(-c3ccc4nncn4n3)c2)cc1OC	10	-1.1
O=C(CS(=O)(=O)c1cn(CC(=O)N2CCOCC2)c2ccccc12)Nc1ccccc1	8	-0.8
CC(=O)c1c(OC(=O)c2ccc(C)cc2)c2ccccc2n1C	15	-1.6
CC(C)(C)c1ccc(C(=O)CC(Sc2ccc(Cl)cc2)C(=O)O)cc1 (configuration not stated)	16	-3.1
COc1ccc(C(=O)N/C(=C/c2cccnc2)C(=O)NCc2ccco2)cc1OC	2	0.4
O=C(Nc1ccc(Cl)cc1)C1=Cc2cc(Cl)ccc2OC1	32	-1.5
O=C(CSc1nnc(Cc2cc(=O)[nH]c(=O)[nH]2)n1-c1ccccc1)N1CCCC1	6	0.3
Cc1cc(=O)oc2cc(OC(=O)c3nn(C(C)C)c(=O)c4ccccc34)ccc12	8	-1.9
CCN(CC)c1nc(N)c([N+](=O)[O-])c(NCCO)n1	13	1.0
O=C(c1cc2ccccc2o1)N1CCN(c2cccc(C(F)(F)F)c2)CC1	4	-0.1
COc1ccc2c(c1)cc(C(=O)N[C@H](C(=O)N1CCC(C(=O)O)CC1)C(C)C)n2C	-2	-1.8
N#Cc1ccc(Oc2cnccn2)cc1	15	0.2
O=C1NC[C@@H](Cc2ccc(O)cc2)N(CCc2cccc3ccccc23)C1=O	9	-0.5
CN(C)c1ccc(C(=O)c2ccccc2C(=O)O)cc1[N+](=O)[O-]	13	-0.2
COc1ccc(NC(=O)c2oc3ccccc3c2C)c(OC)c1	53*	-1.9
COc1ccc(CN(C)Cc2c(O)ccc3ccccc23)cc1	22	-0.8
Nc1nc(N)nc(-c2cc(C(F)(F)F)ccc2Cl)n1	-1	0.5
O=c1cc(N2CCN(c3ccccc3)CC2)[nH]c(=O)n1Cc1ccc(F)cc1	-3	-1.0
CCN1CCN(C(=O)Cn2nc(-c3ccc(Cl)cc3)ccc2=O)CC1	30	-0.9
Cc1ccc2c(CC(=O)Nc3ccc(N4CCN(C)CC4)cc3C)coc2c1	8	-2.3
CC(C)(C)c1ccc(C(=O)O)c(C(=O)c2ccc(C(=O)O)cc2)c1	7	-1.1

Screening data (PubChem BioAssay)
